PP1 inh = PP1-alpha (human) inhibition in PP5 counter-screen. P62136. purified PP1alpha, OMFP fluorescence. inhibition, % at 6.7 µM. 0.9% of 320,000 active. AID 2235;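 active means inhibition above the mean inhibition of all tested compounds plus 3 SD, computed separately for each screening campaign, cut at about 15% in these data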
Target sequence (P62136 whole entry, looked up): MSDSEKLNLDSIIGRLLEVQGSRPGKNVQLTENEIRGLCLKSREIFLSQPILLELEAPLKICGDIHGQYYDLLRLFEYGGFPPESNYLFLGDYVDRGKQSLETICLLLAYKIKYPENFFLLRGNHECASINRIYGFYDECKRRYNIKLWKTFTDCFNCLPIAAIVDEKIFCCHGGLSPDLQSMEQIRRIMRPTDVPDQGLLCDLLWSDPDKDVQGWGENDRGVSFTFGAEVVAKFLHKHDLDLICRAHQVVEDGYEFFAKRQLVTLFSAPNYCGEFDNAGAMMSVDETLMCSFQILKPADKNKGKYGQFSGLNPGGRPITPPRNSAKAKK
ZTA counter = ZTA (EBV) inhibition in EBNA-1 counter-screen. inhibition, % at 11 µM. 0.15% of 320,000 active. P03206. ZTA-DNA binding, fluorescence polarization. AID 2234; in the data active means inhibition above about 33%
Target sequence (P03206 whole entry, looked up): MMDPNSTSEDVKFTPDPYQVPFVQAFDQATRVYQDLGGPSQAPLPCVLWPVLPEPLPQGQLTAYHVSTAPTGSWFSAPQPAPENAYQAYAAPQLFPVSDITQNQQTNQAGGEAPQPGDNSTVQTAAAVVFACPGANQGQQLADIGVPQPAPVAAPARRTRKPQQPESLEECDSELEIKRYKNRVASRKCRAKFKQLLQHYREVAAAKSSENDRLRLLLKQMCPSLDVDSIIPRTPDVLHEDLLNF
GASC-1 inh = human JMJD2C demethylase inhibition | GST-JMJD2C(1-420) H3K9me3 demethylation, DELFIA europium | inhibition, % at 2.35 µM | 0.069% of 330,000 active | AID 2099;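 active means more than half of a compound's replicate wells show inhibition beyond 50%, single wells judged on their own value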;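 further: signal counts dimethyl H3K9 product captured on neutravidin plate; 0% = median of DMSO wells and 100% = 0.3 times that DMSO median; strong numbers were not always called active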
EBNA-1 inh = blocks EBNA-1 binding to DNA. EBNA-1 DNA binding, fluorescence polarization. inhibition, % at 14.8 µM. 0.34% of 300,000 active. AID 1950; in the data active means inhibition above about 28%
CR mimetic SO = caloric restriction mimetics inhibiting age-related superoxide in yeast; superoxide response (% of plate mean), % at 10 µM; S. cerevisiae aged cells, superoxide DHE fluorescence; stronger effect = lower value; 0.18% of 330,000 active;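 active means superoxide response under a set limit, about three screen SD below normal, cut at about 65% in these data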;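 further: yeast aged for seven days with compound at 30 °C before DHE staining; 100% = average MFI of all compound-treated wells on the plate with controls excluded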
HCV core dimer = blocks dimerization of HCV core protein; 0.33% of 300,000 active; AID 1899; TR-FRET GST/Flag-core106 dimerization, 1536-well; inhibition, % at 5 µM;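 active means inhibition above the mean of all tested compounds plus 3 SD, set per screening campaign, cut at about 45% in these data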
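Material: GST/Flag-tagged HCV core106 proteins. Incubation: 4 h, 22.5 °C incubation. Read-out basis: inhibition (%) from 671 over 617 nm ratio. Measured by: TR-FRET, excitation 340 nm, emission 617 and 671 nm.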
CTSL1 counter = counter-screen for PFM18AAP inhibitors: inhibitors of F. hepatica cathepsin L1; 0.49% of 300,000 active; recombinant F. hepatica cathepsin L1, Z-Leu-Arg-MCA fluorescence; AID 1906; inhibition, % at 5.96 µM;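 active means inhibition above the mean of all tested compounds plus 3 SD, set per screening campaign, cut at about 17% in these data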;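 further: 0% = plate median of test compound wells and 100% = 1 µM Z-Phe-Ala-diazomethylketone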
PP5 primary = inhibitors of human protein phosphatase 5 (PP5); purified PP5c, OMFP substrate fluorescence; inhibition, % at 6.7 µM; P53041; 0.18% of 320,000 active;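 active means inhibition above the campaign's mean inhibition across all tested compounds plus 3 SD, cut at about 9.5% in these data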;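 further: 0% = DMSO only and 100% = 100 µM cantharidin control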
Target sequence (P53041 whole entry, looked up): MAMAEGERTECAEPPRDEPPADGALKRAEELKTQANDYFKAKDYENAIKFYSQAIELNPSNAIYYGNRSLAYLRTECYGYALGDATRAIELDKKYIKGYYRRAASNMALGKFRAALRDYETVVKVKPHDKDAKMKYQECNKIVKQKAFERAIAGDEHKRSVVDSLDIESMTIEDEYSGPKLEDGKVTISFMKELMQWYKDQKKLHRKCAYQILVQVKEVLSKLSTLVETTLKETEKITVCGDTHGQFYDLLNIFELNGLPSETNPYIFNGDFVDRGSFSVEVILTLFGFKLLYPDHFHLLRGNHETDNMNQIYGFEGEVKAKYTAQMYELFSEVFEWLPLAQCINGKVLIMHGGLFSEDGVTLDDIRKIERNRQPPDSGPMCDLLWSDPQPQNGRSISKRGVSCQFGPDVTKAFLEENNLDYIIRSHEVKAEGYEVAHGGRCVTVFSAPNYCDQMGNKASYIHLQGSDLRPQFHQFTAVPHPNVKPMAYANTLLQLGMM
TPT1 inh = C. albicans TPT1 enzyme inhibition; AID 1962; recombinant caTPT1, FP RNA substrate dephosphorylation; 0.81% of 300,000 active; inhibition, % at 5 µM;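 active means inhibition above the mean of all tested compounds plus 3 SD, set per screening campaign, cut at about 24% in these data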;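 further: plate controls were DMSO alone for no effect and ferristatin control at 100 nM for full effect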
* = called active by the depositor; i = inactive; . = no result given; & = joins results of further samples.

compound,ZTA counter,CR mimetic SO,PP5 primary,GASC-1 inh,TPT1 inh,CTSL1 counter,EBNA-1 inh,HCV core dimer,PP1 inh
O=C(CCCn1cnc([N+](=O)[O-])n1)Nc1cc(Cl)ccc1O,-7,106,0.8,10,-1,10,1,0,-1
CN(C)C(=O)N1CCNCC1,1,130,-1.6,-1,1,-3,0,4,0
O=C(Cn1ccccc1=O)c1cccs1,-9,95,1.8,2,1,-2,-8,-6,-1
COc1ccc(S(=O)(=O)N2CCC(C(N)=O)CC2)cc1,19,110,1.5,4,-3,0,16,25,-3
Cc1[nH]c2ccccc2c1CCNC(=O)c1ccc2c(c1[N+](=O)[O-])C(=O)c1ccccc1C2=O,10,149,0.2,4,-7,2,-7,39,1
Cc1ccc(CS(=O)(=O)c2ccccc2-c2nnc(-c3ccc(Cl)cc3)o2)cc1,-4,93,3.9,0,-1,-1,-1,21,10
COc1cccc2c1C(=O)C[C@]1(CCCC[C@@H]1C)O2,-5,96,1.3,-30,-1,5,-9,9,1
COc1ccc(CC(=O)OCC(=O)Nc2cc(S(=O)(=O)N3CCOCC3)ccc2N2CCCC2)cc1,-5,79,0.3,1,6,6,-2,1,1
Cc1ccc(C)c(-c2nc3ccc(N)cc3[nH]2)c1,-6,91,-1.9,6,-4,3,-1,-5,1
C[C@H]1C=C(C(=O)NCc2nc3ccccc3[nH]2)O[C@@H](OCCCCO)C1,-24,110,3.1,-13,4,-11,2,0,-3
COc1cc(C(CC(=O)Nc2ccc(Cl)cn2)N2Cc3ccccc3C2=O)cc(OC)c1OC (centres undefined),-7,96,0.4,6,-1,0,1,-3,2
CCOC(=O)Cc1csc(NS(=O)(=O)c2ccc(OC)cc2)n1,-2,94,2.7,-15,-6,-6,-13,4,-3
CCOc1cc(C(=O)CSc2nnc(CNc3ccc(Cl)cc3)o2)ccc1NC(=O)CC,4,113,-0.4,8&-4,3,2,-5,-2,13
CC[N+](CC)(CC#Cc1ccccc1)CC(=O)c1ccc(Cl)cc1,-3,96,1.0,3,-2,0,-4,-6,0
CCOC(=O)c1sc(N/N=C/c2cc(Br)c(O)c(OC)c2)nc1C,-30,100,4.2,-5,0,4,-2,-11,-2
CC(C)OP(=O)(c1ccc(N(C)C)cc1)C(O)c1ccc(N(C)C)cc1 (centres undefined),-9,86,-1.6,0,1,2,-6,-5,-2
CC(C)Cc1nc2ccc(N)cc2[nH]1,4,105,0.1,8,-1,2,4,-3,-5
COc1ccc(C2OC(=O)C(C)(C)C(=O)C2(C)C)cc1OC (centres undefined),-7,95,0.8,1,-5,-2,-10,1,-6
COc1ccc(CN2CCC(=O)N([C@H](CO)Cc3ccccc3)CC2)cc1,15,98,-0.7,-1,-3,-4,3,1,-5
Nc1nnc(SCC(=O)OCc2ccc(F)cc2)s1,-3,97,0.8,-6,-3,-7,5,-3,1
COC(=O)c1ccc(CSc2nnc(CNC(=O)c3cccs3)o2)o1,4,81,-0.8,-2,0,0,0,1,-2
C=C(C)CSc1cc(C)nc2c(-c3ccccc3)c(C)nn12,-9,86,2.0,8,-3,5,-6,-4,-3
COc1cc2cc(C#N)c(SCC(=O)N3CCOCC3)nc2cc1OC,4,93,3.1,5,1,4,-3,-1,-3
CC(=O)c1c(C)[nH]c(C(=O)OCC(=O)Nc2sc3c(c2C#N)CCCC3)c1C,-3,99,2.1,1,8,2,42*,36,9
Cc1cccc(N(C(=O)c2ccc(Cl)cc2)C2CS(=O)(=O)CC2OC(=O)c2ccc(Cl)cc2)c1 (centres undefined),0,102,-0.1,-2,-2,-1,5,7,3
Cc1cccc(N(CC(=O)NC2CCCCC2)C(=O)c2csnn2)c1,-5,106,2.3,6,2,0,-1,-1,-2
Cc1ccc(N=C2SCCCN2C(=O)c2cccc(N3C(=O)CCC3=O)c2)cc1Cl,-2,94,0.8,-15,2,2,0,1,4
Cc1cc(C)cc(C(=O)NC(=S)Nc2ccc(Cc3ccncc3)cc2)c1,-11,98,4.4,0,4,2,-17,1,7
CC(C)(C)CC(=O)N1CCN(c2ccc(S(=O)(=O)N3CCOCC3)cc2[N+](=O)[O-])CC1,5,103,0.7,0,.,.,.,.,-6
Cc1ccccc1C(=O)N1CCC(C(=O)N(C)CC(=O)Nc2cccc(F)c2)CC1,-3,117,-0.7,-5,-1,-3,8,7,-6
O=C(Nc1ccc(OC(F)F)cc1)c1cc(S(=O)(=O)N2CCOCC2)ccc1F,-1,108,0.6,-5,0,-2,3,-1,-5
O=C(Nc1ccc(F)cc1)c1nc(S(=O)(=O)Cc2ccccc2)ncc1Cl,6,122,0.8,0,-3,0,8,2,0
OC1(c2nc3ccccc3[nH]2)CCCCC1,-2,103,2.8,6,-4,-2,-3,-11,0
CCN1CN(CCc2ccccc2)CNC1=S,2,114,3.5,-7,1,-4,1,4,3
O=c1[nH]nc(SCCS(=O)(=O)c2ccc(F)cc2)n1-c1ccc2c(c1)OCCO2,-12,83,-1.1,2,0,-1,-9,0,-1
Cc1nnc(SCC(=O)N2CCOCC2)c2ccccc12,-35,107,1.0,122,-7,3,-1,4,-1
Cc1ccc(NC(=O)CCNS(=O)(=O)c2ccc3c(c2)CCC(=O)N3)cc1,-15,88,-1.5,-14,5,0,1,-3,-4
Cc1ccc(C)c2[nH]c(=O)c(C(c3nnnn3Cc3ccccc3)N3CCc4ccccc4C3)cc12 (centres undefined),13,95,1.2,16,-4,0,3,18,6
Cc1cc(C)nc(CCNC(=O)CC2C(=O)NCCN2Cc2ccc(F)cc2Cl)n1 (centres undefined),9,93,1.0,1,-5,2,1,-2,0
O=C(Oc1ccc(-c2cn3c(n2)SCC3)cc1)c1ccccc1,-3,93,2.6,10,2,5,-12,8,1
Cn1c(C(C#N)C2=C(Cl)C(=O)N(c3ccccc3)C2=O)nc2ccccc21 (centres undefined),16,81,1.1,-4,-11,-2,12,20,6
CN(C)c1nc(NCc2ccccc2)nc(SCC(=O)Nc2ccccc2)n1,-3,87,2.1,6,-3,5,5,14,0
Cc1cc(C)n2nc(C(=O)OCC(=O)Nc3ccc4c(c3)OCO4)nc2n1,4,100,-0.3,0,0,-7,8,5,-2
COC(=O)C1(C)Nc2ccccc2C(=O)N1c1ccccc1OC (centres undefined),5,92,2.1,-4,3,-3,13,1,-4
CCOc1ccc(S(=O)(=O)NCCC(=O)NCC(c2cccs2)N(C)C)cc1 (centres undefined),9,103,-0.7,72,1,0,-2,2,-8
Cn1c(=O)[nH]c(=O)c2c1nc(SCC(N)=O)n2Cc1cccc(Br)c1,-15,90,3.8,4,1,1,-5,-12,2
COc1ccc(NC(=O)NC2CCCc3ccccc32)cc1OC (centres undefined),16,103,-1.7,-2,2,5,9,-1,0
CCOC(=O)Cc1nnc(NC(=O)c2ccco2)s1,13,82,-1.8,19,-6,-1,2,-3,2
O=C(NCCc1ccccc1)C1CCC(=O)N1CCc1ccccc1 (centres undefined),-2,89,-2.1,-21,-2,-8,-7,1,-2
CCOP(=O)(OCC)c1nc(-c2cccc3ccccc23)oc1NCc1ccc(OC)cc1,-1,111,1.6,-4,4,2,1,6,-4
O=C(CNC(=O)c1ccc(Br)cc1)N/N=C/c1cccnc1,10,98,0.3,35,-3,1,-22,-3,-4
COc1ccc(NC(=O)c2cccc(OC(F)F)c2)cc1Cl,1,122,7.3,8,3,0,-8,-2,-6
O=C(c1ccc2c(c1)OCO2)N1CCCC(c2ccccc2)C1 (centres undefined),1,101,2.8,3,-2,5,2,7,-2
O=C(c1ccc(C(F)(F)F)cc1)N1CCC(=O)N(C(COCc2ccccc2)Cc2ccccc2)CC1 (centres undefined),2,.,1.7,-3,-4,2,3,4,6
COc1cccc(CNC(=O)N2CCN(c3ccccc3Cl)CC2)c1,4,109,0.4,15,-1,5,2,3,0
O=C1CCCN1CCCn1cnc2c([nH]c3ccc(F)cc32)c1=O,16,95,2.9,5,5,-1,-5,-4,-2
CCCCC(CC)CNC(=O)CCS(=O)(=O)c1cccc2nonc12 (centres undefined),-19,103,2.3,19,3,1,-11,-6,2
CN(C)CCC(=O)N1c2ccccc2Sc2ccc(Cl)cc21,-7,102,-2.1,3,0,2,-4,-3,0
O=C(C1CC1)N1CCc2cc(Br)cc(S(=O)(=O)NCc3ccco3)c21,-8,112,2.5,.,1,1,-4,-1,-2
CC(=O)NC1(NC(C)=O)CCN(C)CC1,0,113,-0.8,-8,0,3,3,4,-1

Three structures out of the list, sorted by molar mass, largest number first:
compound,ZTA counter,CR mimetic SO,PP5 primary,GASC-1 inh,TPT1 inh,CTSL1 counter,EBNA-1 inh,HCV core dimer,PP1 inh
O=C(c1ccc(C(F)(F)F)cc1)N1CCC(=O)N(C(COCc2ccccc2)Cc2ccccc2)CC1 (centres undefined),2,.,1.7,-3,-4,2,3,4,6
Cc1ccc(C)c2[nH]c(=O)c(C(c3nnnn3Cc3ccccc3)N3CCc4ccccc4C3)cc12 (centres undefined),13,95,1.2,16,-4,0,3,18,6
O=C(CNC(=O)c1ccc(Br)cc1)N/N=C/c1cccnc1,10,98,0.3,35,-3,1,-22,-3,-4

Other results follow:
compound,ZTA counter,CR mimetic SO,PP5 primary,GASC-1 inh,TPT1 inh,CTSL1 counter,EBNA-1 inh,HCV core dimer,PP1 inh
C#Cc1ccc([C@H]2C=C(C(=O)N3CCOCC3)O[C@@H](OCC)[C@@H]2CCCO)cc1,-7,106,2.0,1,6,-2,3,-1,2
O=C(CCCC(=O)OCC(Cl)=C(Cl)Cl)Nc1ccc(F)cc1,2,101,-1.5,-5,1,-3,-7,3,-2
COc1cccc(C(=O)Nc2cc(C(=O)NCCc3ccccc3)ccc2Cl)c1,7,107,1.3,3,-2,-1,18,14,-2
CCOC(=O)C1CCN(c2c(NCc3ccc(C(=O)NC4CCCC4)cc3)c(=O)c2=O)CC1,-12,92,2.4,7,-1,0,1,-5,1
COc1ccc(-c2oc3ncn4nc(Cc5ccccc5)nc4c3c2-c2ccc(OC)cc2)cc1,0,i,-1.3,2,-3,9,-8,-55,-2
CCOc1ccc2c(c1)C(N(CCN1CCOCC1)C(=O)Nc1ccccc1)CC(C)(C)O2 (centres undefined),-2,82,8.7,-11,-2,-3,-2,-2,2
CC1(C)CC(=O)C(/C=N/n2cnc3ccccc3c2=O)=C(O)C1,8,93,2.5,-1,-5,1,-7,-10,1
Cn1c(C(=O)NC2CCCCC2)cc2c(=O)n3ccccc3nc21,-3,97,0.8,-10,3,4,-28,-8,0
C#CCOCCOCCOCCNc1nc(N2CCN(C(=O)Cn3cc(CCCN=C(N)N)nn3)CC2)nc(N2CCN(C(=O)[C@H](C(C)C)n3cc(CCO)nn3)CC2)n1,-15,.,2.1,-2,1,-3,-4,-8,2
CC(=O)Nc1ccc(S(=O)(=O)NC(C)C(=O)OCCOc2ccc(F)cc2)cc1 (centres undefined),3,94,0.0,-1,.,.,.,.,-8
CCOC(=O)Cc1csc(NC(=O)NC2(C(F)(F)F)Oc3cc(Cl)c(Cl)cc3O2)n1,-6,90,3.8,0,-4,-1,7,8,-2
CCCOc1ccc(NC(=O)C2CC(=O)N(C(C)C)C2)cc1 (centres undefined),-4,104,1.8,5,2,-1,6,-5,0

Looked up by compound from the list above (two):
compound,ZTA counter,CR mimetic SO,PP5 primary,GASC-1 inh,TPT1 inh,CTSL1 counter,EBNA-1 inh,HCV core dimer,PP1 inh
O=C(CNC(=O)c1ccc(Br)cc1)N/N=C/c1cccnc1,10,98,0.3,35,-3,1,-22,-3,-4
Cc1[nH]c2ccccc2c1CCNC(=O)c1ccc2c(c1[N+](=O)[O-])C(=O)c1ccccc1C2=O,10,149,0.2,4,-7,2,-7,39,1
